# Compound activity (PubChem)
# KCNH2 3.1 block – inhibitors of human KCNH2 3.1 potassium channel isoform | 0.95% of 340,000 active | U2OS KCNH2 3.1, thallium flux FluxOr; active compounds read low | AID 720553 | activity change, % (tested at about 1.8 µM);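 active = maximum activity change below -70%; inconclusive = maximum activity change from -70% to -50%; inactive = maximum activity change above -50%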;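 note: thallium influx rate constant from kinetic fluorescence after stimulation buffer; % is set by controls: 0 for no effect and ±100 for the full control effect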
#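 We transduce U2OS cells with the mutant 3.1 virus, culture them overnight, load FluxOr with Red40 quencher for 45 min, then add stimulation buffer and read kinetically for 2 min to derive a normalized rate constant.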
# MLL CXXC-DNA inh – MLL CXXC-DNA interaction inhibition; Q03164; Potency, µM (highest dose often 115 µM), without a hit: top-dose activity change, negative = inhibition, usual class: inhibitors; MLL-CXXC / FITC-HOXA9 DNA fluorescence polarization; AID 2662; 0.037% of 290,000 active; active = well fitted inhibition curve with a large enough effect in the polarisation, with a control signal flat, not every such curve was filed as active; inconclusive = small, poorly fitted or top-dose-only effect, or effect the other way, or a change in a side signal; inactive = no such curve, though single readings can be large or run the other way; the % refers to the polarisation; note: potency is the fitted concentration of half-maximal effect
#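 Purified MLL-CXXC (added from a 7 uM solution) was preincubated 5 min at ambient with pinned compounds in 50 mM Tris-HCl pH 7.5, 50 mM NaCl, 1 mM DTT, 0.05% BSA. Fluorescein-labeled HOX-A9 DNA (50 nM solution) followed, 30 min, then polarization read.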
# A-T KAP1 phos – potential ataxia-telangiectasia treatments restoring KAP-1 phosphorylation. […] A-T fibroblasts, KAP-1 phosphorylation AlphaLISA; neocarzinostatin DNA damage 30 min before lysis. AID 485349. 0.19% of 320,000 active. Potency, µM (top dose mostly 57.5 µM), inactives show at the top dose activation, actives largely listed as activators; note: potency is the fitted concentration of half-maximal effect; % of control where 0% means no effect; nearly all actives have a fitted effect of over 45% in size
#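 ATM-like activity read as KAP-1 phosphorylation via AlphaLISA donor/acceptor antibody pairs after lysis and 6 hr at 25C. Cells were ATM-null patient fibroblasts ([…], hTERT), dosed 60 min, then exposed to the DSB inducer NCS for 30 min.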
# hERG WT inh – KCNH2 (human, wildtype) channel inhibition; Q12809; U2OS, BacMam KCNH2, thallium flux FluxOr; active compounds read low; activity change, % at 1.84 µM; 0.37% of 340,000 active; AID 720551;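 active = maximum activity change below -70%; inconclusive = maximum activity change between -70% and -50%; inactive = maximum activity change above -50%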; note: % is set by controls: 0 for no effect and ±100 for the full control effect
#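 U2OS cells transduced with wild-type KCNH2 virus are loaded with FluxOr dye for 45 min, and thallium flux is measured in kinetic reads before and after stimulation buffer. Rate constants are normalized to DMSO controls.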
# GALK inh – blocks human galactokinase activity; Potency, µM (series often up to 57.5 µM), inactives show at the highest dose activity change, negative = inhibition, most hits filed as inhibitors; Purified GALK, Kinase-Glo residual ATP luminescence; 0.007% of 270,000 active; P51570; note: potency is the fitted concentration of half-maximal effect; % is set by controls: 0 for no effect and ±100 for the full control effect
#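 Quantitative HTS: GALK 5 nM, ATP 35 uM, galactose 100 uM, 1 h room temperature, then luciferase-based ATP detection.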
# TRPV1 ag – activates the human vanilloid receptor TRPV1; activation, % at 8.33 µM; TRPV1-expressing cells, Fluo-8 calcium influx, agonist mode; Q8NER1; 0.19% of 320,000 active; in the data active = activation above about 80%; inconclusive = between about 30% and that limit; note: 0% is about no effect
#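 TRPV1-expressing cells were cultured overnight at 35.5C and loaded with Fluo-8 calcium dye for 40 to 90 min at room temperature. After a 10 s baseline, compound was added and calcium influx was read kinetically for 3 min (ex 480/em 520 nm).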
# a7 integrin act – activates integrin-mediated alleviation for muscular dystrophy; alpha7betagal myoblasts, beta-gal FDG fluorescence, 48 h; Potency, µM (series often up to 38.3 µM), without a hit: top-dose activation, actives largely listed as activators; 0.064% of 350,000 active; AID 624291;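 note: potency is the fitted concentration of half-maximal effect; 100% = response of the positive control SU9516; nearly all actives have a fitted effect of over 60% in size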
#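 alpha7betagal+/- myoblasts (passage 13, 250/well) treated 48 h at 37C with compounds at 1:260 dilution of DMSO stock. Lysed, then beta-galactosidase activity read as FDG fluorescence (ex 480/em 540) after 30 min, with pre-read for autofluorescence.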
# Coupling enz – inhibits coupling enzyme system, counter-screen for aldolase hits; activity change, negative = inhibition, % at 58.2 µM, hits read low; coupling enzyme system counterscreen, AmpLite Red fluorescence; 0.67% of 290,000 active; in the data active = activity change below about -30%; note: % is set by controls: 0 for no effect and ±100 for the full control effect
#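 Activity here indicates interference with the coupling reaction, not aldolase inhibition. Compounds at 57.5 uM final met coupling enzymes for 10 min at RT; substrate and AmpLite Red detection followed, with a 525/598 nm fluorescence read after 20 min.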
# ASM inhibitor – blocks human secretory acid sphingomyelinase; placental ASM, HMU-PC fluorogenic substrate, 60 min; AID 504937; Potency, µM (series often up to 57.5 µM), for inactives: top-dose activity change, negative = inhibition, usual class: inhibitors; 0.006% of 340,000 active; P17405; note: potency is the fitted concentration of half-maximal effect
#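 Human placenta-derived ASM enzyme was preincubated with compound for 10 minutes at room temperature, then given fluorogenic substrate HMU-PC0 (9 uM final) for 60 minutes at 37 °C; a pH 10 stop preceded fluorescence reading at Ex 386/Em 447 nm.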
# MBNL1-CUG inh – MBNL1-poly(CUG) RNA binding inhibition; Q9NR56; Potency, µM (doses to about 57.5 µM), inactives show at the highest dose activity change, negative = inhibition, most hits filed as inhibitors; AID 2675; TR-FRET MBNL1-His/biotin-(CUG)12 binding, 665/545 ratio; 0.036% of 280,000 active; active = well fitted inhibition curve with a large enough effect in the signal ratio, with a control signal flat, not every such curve was filed as active; inconclusive = small, poorly fitted or top-dose-only effect, or effect the other way, or a change in a side signal; inactive = no such curve, though single readings can be large or run the other way; the % refers to the signal ratio; note: potency is the fitted concentration of half-maximal effect; % is set by controls: 0 for no effect and ±100 for the full control effect
#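 TR-FRET readout: Ex 340 nm, 665/545 nm emission ratio, normalized to buffer-only (basal) and MBNL1-(CUG)12 controls. Complex of MBNL1-His with Biotin-(CUG)12, compounds 92 nM–58 uM, incubated 60 min at room temperature.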
# Starred values were filed as active, the others as inactive; i = inactive; u = inconclusive; x = no result given; [ ] = dose if it differs, or a comment. Unless noted, calls come from the whole dose curve; as a rule, active = well fitted curve in the direction sought with a large enough effect; inconclusive = small, poorly fitted or top-dose-only effect, or another doubt; inactive = no such curve, though single readings can be large; an effect the other way counts as inactive or inconclusive.
entry	Molecule	KCNH2 3.1 block	MLL CXXC-DNA inh	A-T KAP1 phos	hERG WT inh	GALK inh	TRPV1 ag	a7 integrin act	Coupling enz	ASM inhibitor	MBNL1-CUG inh
1	CC(=O)Nc1cccc(NC(=O)CSc2nnc(NC(=O)C3CC3)s2)c1	13	4%	-2%	16	-4%	4	28%	-3	-8%	-14%
2	O=C(CN1C(=O)NC2(CCCC2)C1=O)Nc1ccc(F)c([N+](=O)[O-])c1	-10	-2%	-8%	12	-2%	10	-44%	0	3%	u
3	COc1ccc(CCNC(=O)c2ccc(-c3ccc([N+](=O)[O-])cc3Cl)o2)cc1OC	0	3%	3%	1	x	19	-1%	2	-11%	u
4	C=CCSc1nc(C)cc(/C=C\c2ccccc2)c1C#N	-4	-3%	-8%	-13	-9%	x	20%	2	-2%	-23%
5	O=C(Nc1ccc(N2CCOCC2)c(Cl)c1)c1ccc(Br)o1	8	-1%	11%	1	-4%	-7	6%	-32*	1%	-5%
6	COc1ccccc1C1CC(c2ccc(Br)cc2)=NN1C(=O)c1cccnc1 (stereo not given)	-8	26%	x	0	-1%	-1	-21%	3	-11%	22%
7	CC(=O)c1cc(CN2CCN(C3CCCCC3)C(CCO)C2)cs1 (stereo not given)	15	15%	6%	1	-2%	-1	-6%	2	2%	5%
8	O=C(Cn1cc(C(F)(F)F)ccc1=O)NC1CCCC1	3	x	9%	0	x	1	31%	x	1%	x
9	COc1ccccc1C(=O)Nc1ccc(S(=O)(=O)N2CCc3ccccc32)cc1	6	5%	4%	-6	-1%	1	1%	1	-4%	-5%
10	CC1CN(C(=O)COC(=O)c2cc([N+](=O)[O-])ccc2Cl)CC(C)O1 (stereo not given)	3	-2%	0%	-3	-1%	2	-16%	2	2%	u
11	Cc1ccc2nc(-c3cccc(Br)c3)cc(C(=O)Nn3cnnc3)c2c1	12	8%	2%	-16	0%	2	-12%	-21	-2%	5%
12	Cc1ccc(N2CC(C(=O)N/N=C/c3c(F)cccc3Cl)CC2=O)cc1 (stereo not given)	9	3%	-5%	-16	3%	6	16%	1	-3%	-3%
13	Cc1ncc(CN=Cc2ccc(Cl)cc2)c(N)n1	0	2%	7%	3	-4%	-1	0%	1	2%	-4%
14	O=C(NCc1cccnc1)C1CC(c2ccc(Cl)c(Cl)c2)=NO1 (stereo not given)	11	-5%	6%	3	4%	24	2%	0	2%	5%
15	CC1(C(=O)N2CC3(CC(c4cccc(NC(=O)COc5ccc(Cl)cc5)c4)=NO3)C[C@@H]2C(N)=O)CC1 (stereo not given in full)	6	-1%	-10%	-15	4%	1	13%	0	0%	5%

# Numbers 13 to 15 of the list above:
entry	Molecule	KCNH2 3.1 block	MLL CXXC-DNA inh	A-T KAP1 phos	hERG WT inh	GALK inh	TRPV1 ag	a7 integrin act	Coupling enz	ASM inhibitor	MBNL1-CUG inh
13	Cc1ncc(CN=Cc2ccc(Cl)cc2)c(N)n1	0	2%	7%	3	-4%	-1	0%	1	2%	-4%
14	O=C(NCc1cccnc1)C1CC(c2ccc(Cl)c(Cl)c2)=NO1 (stereo not given)	11	-5%	6%	3	4%	24	2%	0	2%	5%
15	CC1(C(=O)N2CC3(CC(c4cccc(NC(=O)COc5ccc(Cl)cc5)c4)=NO3)C[C@@H]2C(N)=O)CC1 (stereo not given in full)	6	-1%	-10%	-15	4%	1	13%	0	0%	5%

# Next part.
entry	Molecule	KCNH2 3.1 block	MLL CXXC-DNA inh	A-T KAP1 phos	hERG WT inh	GALK inh	TRPV1 ag	a7 integrin act	Coupling enz	ASM inhibitor	MBNL1-CUG inh
16	COc1ccc(-c2csc(NC(=O)CSCC(=O)Nc3cc(C)on3)n2)cc1OC	-1	x	-1%	1	x	4	u	x	0%	x
17	COc1ccc(COC(=O)N/C=C/c2ccco2)cc1	2	u	-4%	4	3%	-7	-19%	3	-2%	1%
18	CCCc1cc(C(=O)Nc2cc(OC)c(Cl)cc2OC)no1	-6	0%	u	-11	1%	x	-23%	0	-4%	9%
19	COc1ccc(/C=C/C(=O)N[C@@H](C)C(=O)O)cc1	1	0%	0%	-5	2%	-3	u	1	-2%	-12%
20	COc1ccc(-c2nnc(NC(=O)c3ccc4c(c3)OCCO4)o2)cc1	3	11%	5%	14	1%	-3	-24%	-2	0%	-9%
21	CCCCC(NC(=O)CCc1c(C)c2cc3c4c(oc3c(C)c2oc1=O)CCCC4)C(=O)O (stereo not given)	6	u	0%	3	-6%	7	14%	2	81%[activator]	3%
22	Cc1noc(C)c1NC(=O)N(C)C[C@H]1Oc2c(NS(=O)(=O)c3cn(C)cn3)cccc2C(=O)N([C@H](C)CO)C[C@@H]1C	9	x	6%	4	x	x	15%	x	-5%	x
23	CCOc1ccc(S(=O)(=O)N2CCN(C(=O)CN3C(=O)NC(C)(C)C3=O)CC2)cc1	-4	x	-2%	3	x	2	6%	x	1%	x
24	COc1cccc(C(=O)NCCCNC(=O)c2cccc(OC)c2)c1	-1	-2%	-27%	-6	5%	0	2%	0	-2%	-2%
25	O=C(O)CCS(=O)(=O)c1cc(Br)cc2c1N(C(=O)C1CC1)CC2	0	2%	0%	-4	1%	-6	3%	1	4%	0%
26	CCC1CCCCN1C(=O)c1ccc(OC2CCN(C(=O)CCOC)CC2)cc1 (stereo not given)	39	11%	1%	-3	-9%	2	11%	x	3%	0%
27	O=C(N/N=C/c1c(O)ccc2ccccc12)c1cccc(C(F)(F)F)c1	0	u	1%	-17	0%	u	u	-1	u	-15%
28	Cc1nn(Cc2ccccc2)c2ncccc12	-13	-5%	9%	7	7%	7	2%	-1	0%	-9%
29	Cc1ccc(Sc2ccc(/C=N/O)cc2[N+](=O)[O-])cc1	-1	-1%	x	-9	-3%	24	-25%	-2	u	u
30	O=C(O)C1CC2C3CC(C(=O)O)C(C3)C2C1 (stereo not given)	-5	x	x	-3	x	x	18%	x	-1%	x

# Compound profiles, from the list above:
# COc1ccc(/C=C/C(=O)N[C@@H](C)C(=O)O)cc1 is listed as KCNH2 3.1 block: 1; MLL CXXC-DNA inh: 0%; A-T KAP1 phos: 0%; hERG WT inh: -5; GALK inh: 2%; TRPV1 ag: -3; a7 integrin act: u; Coupling enz: 1; ASM inhibitor: -2%; MBNL1-CUG inh: -12%
# COc1ccc(-c2csc(NC(=O)CSCC(=O)Nc3cc(C)on3)n2)cc1OC is listed as KCNH2 3.1 block: -1; MLL CXXC-DNA inh: x; A-T KAP1 phos: -1%; hERG WT inh: 1; GALK inh: x; TRPV1 ag: 4; a7 integrin act: u; Coupling enz: x; ASM inhibitor: 0%; MBNL1-CUG inh: x

# (list continues)
entry	Molecule	KCNH2 3.1 block	MLL CXXC-DNA inh	A-T KAP1 phos	hERG WT inh	GALK inh	TRPV1 ag	a7 integrin act	Coupling enz	ASM inhibitor	MBNL1-CUG inh
31	COc1cc2nc(CN3CCN(S(=O)(=O)c4c(F)cccc4F)CC3)[nH]c(=O)c2cc1OC	2	x	3%	3	x	1	-16%	x	-1%	x
32	CCOc1ccccc1N(C)C(=O)c1nn(-c2ccc(OC)cc2OC)c(=O)c2ccccc12	x	3%	-3%	-16	-1%	-7	20%	1	0%	-3%
33	FC(F)(F)c1cnc(-c2cnc(-c3ccccn3)nc2)c(Cl)c1	3	4%	0%	0	-2%	8	18%	-2	-3%	x
34	O=C(CN1C(=O)c2cccnc2Oc2ccc(Cl)cc21)Nc1ccc(F)cc1	-10	x	1%	-3	x	-1	-13%	3	17%	-4%
35	CCOc1ccc(OCC)c(S(=O)(=O)N2CCOCC2)c1	11	-13%	-2%	-5	3%	-2	-7%	0	1%	-10%
36	CC1=C(C(=O)OCCNC(=O)c2cccnc2)C(c2cccc([N+](=O)[O-])c2)C(C(=O)OCCN(C)C)=C(C)N1 (stereo not given)	8	2%	7%	17	1%	3	2%	1	-6%	u
37	Cc1ccc(NC(=S)Nc2cccc3cnccc23)c(C)c1	3	-4%	-1%	1	4%	0	1%	-36*	7%	u
38	Cn1c(CNC(=O)Cc2ccc3c(c2)OCO3)nnc1SCc1ccccc1	1	-4%	8%	0	5%	0	-6%	3	1%	-8%
39	Cc1ccc(CN2CCN(/N=C\C=C\c3ccccc3)CC2)cc1	-30	-1%	-5%	2	1%	3	-19%	2	30%	4%
40	COC(=O)c1cccnc1N1CCN(c2ccccc2F)CC1	1	10%	7%	-10	2%	2	4%	1	1%	-3%
41	O=C(O)[C@@H]1CCCN1C(=O)c1ccco1	-12	-1%	-6%	-10	-2%	-1	-6%	-1	-4%	u
42	Cc1onc(-c2c(F)cccc2Cl)c1C(=O)OCC(=O)NC(=O)NCC(C)C	1	-5%	0%	-1	0%	1	-19%	-2	3%	-1%
43	CNC(=O)NC(=O)C(C)OC(=O)c1oc2ccccc2c1CSc1ccc(Cl)cc1 (stereo not given)	-12	0%	8%	i	-3%	0	19%	-4	-4%	-12%
